RECQ1 helicase = blocks DNA unwinding by human RECQ1; Potency, µM (highest dose often 57.3 µM), for inactives: at the highest dose activity, negative = inhibition, most hits filed as inhibitors; AID 2549; RECQ1 DNA unwinding, red fluorescence kinetic read; hit rate 0.54% among 240,000; P46063;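 note: plate controls were vehicle for no effect and no enzyme for full effect; nearly all actives have a fitted effect of over 30% in size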
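50 nM RECQ1T1 preincubated 15 min with compound in Tris pH 8.0 buffer with MgCl2, DTT, Tween-20 and 2.5 ug/ml poly(dI-dC); started with 200 nM TAMRA/BHQ-2 forked duplex and 2 mM ATP. Unwinding read as fluorescence (525/598 nm), two reads 2 h apart.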
Luc counter = blocks Kinase-Glo luciferase, a counter-screen artifact; Q27757; hit rate 0.28% among 200,000; AID 1379; Potency, µM (doses to about 38.3 µM), inactives show top-dose activity change, negative = inhibition, hits mostly inhibitors; Kinase-Glo luciferase, ATP luminescence, 8 min; note: % is set by controls: 0 for no effect and ±100 for the full control effect; nearly all actives have a fitted effect of over 60% in size
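Luminescence was the read-out, taken after 8-minute incubation at ambient temperature. Luciferase turned over luciferin with 10 uM ATP in imidazole pH 7.2 buffer containing KCl, MgCl2, Tween 20 and BSA.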
JMJD2E inh = JMJD2E (human) inhibition; B2RXH2; Potency, µM (top dose mostly 57.1 µM), for inactives: at the highest dose activity change, negative = inhibition, most hits filed as inhibitors; JMJD2E catalytic domain, FDH-coupled NADH fluorescence (FDH is formaldehyde dehydrogenase); AID 2147; hit rate 1.6% among 230,000; active = well fitted inhibition curve with a large enough effect, not every such curve was filed as active; inconclusive = small, poorly fitted or top-dose-only effect, or another doubt; inactive = no such curve, though single readings can be large or run the other way;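 note: 0% = wells with enzyme and -100% = buffer wells without enzyme; nearly all actives have a fitted effect of over 50% in size; many of its hits are not listed in these tables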
Target sequence (B2RXH2 1-337 limits assumed): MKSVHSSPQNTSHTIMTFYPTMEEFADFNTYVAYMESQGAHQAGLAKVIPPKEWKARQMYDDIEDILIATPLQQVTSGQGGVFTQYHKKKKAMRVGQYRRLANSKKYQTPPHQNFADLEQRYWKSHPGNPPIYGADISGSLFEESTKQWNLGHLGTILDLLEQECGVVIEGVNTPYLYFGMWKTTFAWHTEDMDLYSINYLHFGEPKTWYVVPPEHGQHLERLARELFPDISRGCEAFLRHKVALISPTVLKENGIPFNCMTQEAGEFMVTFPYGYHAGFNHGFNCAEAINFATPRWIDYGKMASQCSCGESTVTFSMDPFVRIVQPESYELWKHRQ
IMPase Li inh = IMPase inhibition in cells with lithium potentiation; CHO-M1 cells, IP1 TR-FRET (IP-One), carbachol + lithium; Potency, µM (highest dose often 59.4 µM), inactives show at the top dose activity, negative = IMPase inhibition, actives largely listed as inhibitors; hit rate 0.35% among 210,000; AID 1457;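 note: IP1 builds up when IMPase is blocked and the TR-FRET signal falls; plate controls were basal vehicle for no effect and high inhibitor control for full effect; nearly all actives have a fitted effect of over 50% in size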
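Lithium-sensitised IP1 accumulation assay; M1-expressing CHO cells treated 30 min at 37C with compound. Competitive antibody detection by time-resolved FRET followed a 10 min room-temperature lysis step.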
SMN2 splice enh = SMN2 splice variant enhancement. HEK293 SMN2-luciferase splicing reporter, luminescence, 30-36 h. Potency, µM (highest dose often 46.1 µM), for the others: at the highest dose activity change, positive = activation, usual class: activators. hit rate 2.8% among 210,000; note: % of control where 0% means no effect; nearly all actives have a fitted effect of over 55% in size
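qHTS luciferase splicing reporter: luminescence rises when SMN2 exon 7 is included in transfected HEK293 cells. Compound exposure lasted 30-36 h at 37C, with 4.5 mM final sodium butyrate as control, followed by a ONE-Glo read.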
NPSR antag = antagonists of human neuropeptide S receptor cAMP signaling | Q6W5P4 | CHO-NPSR cells, cAMP TR-FRET, antagonist mode | hit rate 1% among 220,000 | Potency, µM (doses to about 38.3 µM), without a hit: at the highest dose activity change, negative = inhibition, actives largely listed as inhibitors | AID 1461; note: % is set by controls: 0 for no effect and ±100 for the full control effect; nearly all actives have a fitted effect of over 50% in size; many of its hits are not listed in these tables
Target sequence (Q6W5P4 whole entry, looked up): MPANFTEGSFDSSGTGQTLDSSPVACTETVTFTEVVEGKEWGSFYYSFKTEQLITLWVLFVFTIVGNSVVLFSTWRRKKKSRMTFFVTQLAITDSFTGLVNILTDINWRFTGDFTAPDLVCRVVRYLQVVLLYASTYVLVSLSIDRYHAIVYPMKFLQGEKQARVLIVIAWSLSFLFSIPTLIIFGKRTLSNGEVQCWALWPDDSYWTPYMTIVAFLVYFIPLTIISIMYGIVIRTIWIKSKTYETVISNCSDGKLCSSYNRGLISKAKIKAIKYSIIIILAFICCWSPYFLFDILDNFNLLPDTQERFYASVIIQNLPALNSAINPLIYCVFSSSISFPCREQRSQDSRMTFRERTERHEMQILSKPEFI
Epigenetic derep = regulators of epigenetic silencing causing reporter derepression in mouse cells; Potency, µM (top dose mostly 53.9 µM), for the others: at the highest dose GFP activation, actives largely listed as activators; murine LDR cells, GFP reporter derepression, 30 h; hit rate 0.2% among 280,000; AID 1865; note: % of control where 0% means no effect; nearly all actives have a fitted effect of over 60% in size
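GFP-positive cell count by laser-scanning cytometry (objects 20–120 um) after 30 h, 37 C compound exposure of murine LDR cells; reporter is CMV-GFP integrated at a silenced locus, inducible by HDAC or DNMT inhibitors.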
RGS12 GoLoco inh = RGS12 GoLoco-Gai1 interaction inhibition; P63096; Gai1:RGS12 GoLoco peptide FP, rhodamine, 10 min; Potency, µM (titrated, usually from 61.6 µM), without a hit: at the top dose activity, negative = inhibition, hits mostly inhibitors; hit rate 0.44% among 230,000; AID 880; active = well fitted inhibition curve with a large enough effect, not every such curve was filed as active; inactive = no such curve, though single readings can be large or run the other way; note: % is set by controls: 0 for no effect and ±100 for the full control effect; nearly all actives have a fitted effect of over 30% in size; many of its hits are not listed in these tables
Target sequence (P63096 whole entry, looked up): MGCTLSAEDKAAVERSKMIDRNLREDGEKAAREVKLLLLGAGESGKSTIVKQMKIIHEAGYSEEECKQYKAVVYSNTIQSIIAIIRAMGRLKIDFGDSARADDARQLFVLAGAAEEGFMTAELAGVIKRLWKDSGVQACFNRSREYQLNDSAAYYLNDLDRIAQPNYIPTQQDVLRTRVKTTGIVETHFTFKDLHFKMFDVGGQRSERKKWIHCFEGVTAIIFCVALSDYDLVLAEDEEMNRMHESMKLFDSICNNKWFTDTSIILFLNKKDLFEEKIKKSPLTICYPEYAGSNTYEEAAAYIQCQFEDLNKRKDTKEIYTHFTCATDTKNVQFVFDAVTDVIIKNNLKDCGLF
Active calls of the source: *; [ ] = dose if it differs, or a comment. Unless noted, calls come from the whole dose curve; as a rule, active = well fitted curve in the direction sought with a large enough effect; inconclusive = small, poorly fitted or top-dose-only effect, or another doubt; inactive = no such curve, though single readings can be large; an effect the other way counts as inactive or inconclusive. Potency is the fitted concentration of half-maximal effect. An excerpt; the hit share may differ from the screen's.

For COc1ccccc1NC(=S)NC(=O)C(C)(C)C the results were RECQ1 helicase -4%, JMJD2E inh inconclusive, NPSR antag 1%[46.1 µM] and Epigenetic derep -4.3%.
CCS(=O)(=O)Nc1cccc(-c2cc(-c3ccccc3)c3cc(C)ccc3n2)c1 was read as RECQ1 helicase -8%, Luc counter 0%, JMJD2E inh 1%, IMPase Li inh 21%, SMN2 splice enh -8%, NPSR antag inconclusive, Epigenetic derep 0.0% and RGS12 GoLoco inh -20%.
`Cc1nc(Nc2cccc(C(C)O)c2)c2nnn(Cc3ccccc3F)c2n1` (stereo not given) gave RECQ1 helicase -5%, Luc counter 0%, JMJD2E inh -1%, IMPase Li inh 6%, NPSR antag 37%, Epigenetic derep 9.6% and RGS12 GoLoco inh 0%.
`CCc1nnc(NC(=O)C2=NN(C3CCS(=O)(=O)C3)C(=O)CC2)s1` (stereo not given) gave RECQ1 helicase 6%, Luc counter 1%, JMJD2E inh inconclusive, IMPase Li inh 4%, SMN2 splice enh 12%, NPSR antag 3%, Epigenetic derep 1.1% and RGS12 GoLoco inh 3%.
`CC1(C)CC(=O)C(C=Nc2ccc3cn[nH]c3c2)=C(O)C1` gave RECQ1 helicase inactive, Luc counter -1%, JMJD2E inh -1%, IMPase Li inh -5%[38.3 µM], SMN2 splice enh 25%, NPSR antag -15%[46.1 µM], Epigenetic derep 0.0% and RGS12 GoLoco inh 3%.
Cc1onc(-c2ccccc2)c1C(=O)N1CC(C)OC(C)C1 (stereo not given) was read as RECQ1 helicase -3%, Luc counter 0%, JMJD2E inh -5%, NPSR antag -8%[46.1 µM] and Epigenetic derep -0.9%.
For CCCOc1ccc(N2C(=O)CC(N(CCc3ccc(OC)c(OC)c3)C(=S)Nc3ccccc3)C2=O)cc1 (stereo not given) the results were RECQ1 helicase -8%, Luc counter -1%, JMJD2E inh -3%, IMPase Li inh -9%, SMN2 splice enh -20%, NPSR antag -19%, Epigenetic derep 1.1% and RGS12 GoLoco inh 2%.
`CCc1ccccc1NC(=O)CSc1ccsc1[N+](=O)[O-]` gave RECQ1 helicase -2%, Luc counter 1%, JMJD2E inh -3%, IMPase Li inh 19%, SMN2 splice enh -40%[inhibitor], NPSR antag 8%, Epigenetic derep inconclusive and RGS12 GoLoco inh 39%[activator].
For CC(=O)Nc1cccc(-c2cc(-c3c(Cl)cccc3Cl)no2)c1 the results were RECQ1 helicase -7%, JMJD2E inh 0%, NPSR antag -30%, Epigenetic derep 0.0% and RGS12 GoLoco inh -1%.
For CC[N+](C)(CC)CCOC(=O)C1c2ccccc2Oc2ccccc21 the results were RECQ1 helicase -5%[25.9 µM], Luc counter 0%[17.1 µM], JMJD2E inh 5%[25.5 µM], IMPase Li inh 10%, SMN2 splice enh -3%[20.6 µM], Epigenetic derep -0.3%[16.9 µM] and RGS12 GoLoco inh 1%[21.6 µM].
For COc1ccc(-c2ncncc2-c2csc(C)n2)c(O)c1OC the results were RECQ1 helicase -10%, Luc counter -3%, JMJD2E inh 2%, IMPase Li inh 6%[38.3 µM], SMN2 splice enh 25%, NPSR antag -3%[46.1 µM], Epigenetic derep 2.4% and RGS12 GoLoco inh -4%.
Screening Cc1cccc2sc(NC(=O)c3ccc(OCC4CCCO4)cc3)nc12 (stereo not given) returned RECQ1 helicase inactive, Luc counter -1%, JMJD2E inh 1%, IMPase Li inh inconclusive, SMN2 splice enh 3%, NPSR antag -42%, Epigenetic derep -1.1% and RGS12 GoLoco inh 73%[activator].

Quoted at random: two entries already listed.
Cc1onc(-c2ccccc2)c1C(=O)N1CC(C)OC(C)C1 (stereo not given) was read as RECQ1 helicase -3%, Luc counter 0%, JMJD2E inh -5%, NPSR antag -8%[46.1 µM] and Epigenetic derep -0.9%.
For CC(=O)Nc1cccc(-c2cc(-c3c(Cl)cccc3Cl)no2)c1 the results were RECQ1 helicase -7%, JMJD2E inh 0%, NPSR antag -30%, Epigenetic derep 0.0% and RGS12 GoLoco inh -1%.

New compounds follow:
`CCCC(=O)NC(=S)Nc1ccccc1C(F)(F)F` gave RECQ1 helicase -8%, Luc counter 0%, JMJD2E inh 8%, IMPase Li inh -13%[38.3 µM], SMN2 splice enh 18%, NPSR antag -21%[46.1 µM], Epigenetic derep -1.6% and RGS12 GoLoco inh 1%.
c1ccc(COc2ccc(CNCc3cccnc3)cc2)cc1 was read as RECQ1 helicase inactive, Luc counter 1%, JMJD2E inh -4%, IMPase Li inh 26%, SMN2 splice enh -12%, NPSR antag 16%, Epigenetic derep 1.1% and RGS12 GoLoco inh 4%.
For CC(=O)Nc1ccc(-c2csc(NC(=O)CCCc3cccs3)n2)cc1 the results were RECQ1 helicase inactive, Luc counter -2%, JMJD2E inh inconclusive, IMPase Li inh 10%, SMN2 splice enh -28%, NPSR antag -11%, Epigenetic derep 1.1% and RGS12 GoLoco inh 9%.
Screening Cc1nc(NC2CCCC2)sc1C(=O)N(C)C returned RECQ1 helicase -1%, Luc counter 2%, JMJD2E inh 2%, IMPase Li inh -1%[38.3 µM], SMN2 splice enh 18%, NPSR antag -8%[46.1 µM], Epigenetic derep -9.2% and RGS12 GoLoco inh -11%.
`COC(=O)c1cc(NC2c3ccccc3C(=O)N2Cc2ccco2)cc(C(=O)OC)c1` (stereo not given) gave RECQ1 helicase -3%, Luc counter -4%, JMJD2E inh -6%, IMPase Li inh 5%[38.3 µM], SMN2 splice enh 22%, NPSR antag -11%[46.1 µM], Epigenetic derep -0.2% and RGS12 GoLoco inh -2%.
COc1cc(NC(=O)c2cccc(Br)c2)nc(OC)n1 was read as RECQ1 helicase 1%, Luc counter -6%, JMJD2E inh 5%, IMPase Li inh 6%, NPSR antag 16%, Epigenetic derep -2.9% and RGS12 GoLoco inh 20%.
O=C(NC(NC(=S)Nc1ccccc1Cl)C(Cl)(Cl)Cl)c1cccc(Cl)c1 (stereo not given) was read as RECQ1 helicase -16%, Luc counter -1%, JMJD2E inh 7%, IMPase Li inh 18%, SMN2 splice enh -71%[inhibitor], NPSR antag inconclusive, Epigenetic derep -1.1% and RGS12 GoLoco inh 22%.
O=C(NCCc1ccccc1)C1CCN(C2CCN(C(=O)CC3=CCCCC3)CC2)CC1 was read as RECQ1 helicase 1%, JMJD2E inh 6%, NPSR antag -13%, Epigenetic derep 2.5% and RGS12 GoLoco inh 18%.
For O=C(NCCc1ccccc1)c1ccc(CS(=O)(=O)Cc2ccccc2F)o1 the results were RECQ1 helicase -5%, Luc counter 3%, JMJD2E inh 5%, IMPase Li inh 25%[38.3 µM], SMN2 splice enh -1%, NPSR antag -2%[46.1 µM], Epigenetic derep -0.3% and RGS12 GoLoco inh 3%.
For Cc1cccc(C)c1NC(=O)COC(=O)c1cccc2c1C(=O)c1ccccc1C2=O the results were RECQ1 helicase -2%, Luc counter 2%, JMJD2E inh 4%, IMPase Li inh 19%, SMN2 splice enh 13%, NPSR antag -22%[46.1 µM], Epigenetic derep inconclusive and RGS12 GoLoco inh -2%.
For CC(C)(C)N(CC#CCC1(O)c2ccccc2-c2ccccc21)CCO the results were RECQ1 helicase inactive, Luc counter -1%, JMJD2E inh -5%, IMPase Li inh 13%, NPSR antag -14%, Epigenetic derep -0.2% and RGS12 GoLoco inh -10%.
For CN(C)S(=O)(=O)c1ccc(C(=O)Nc2ccc(Cl)cc2)cc1 the results were RECQ1 helicase -7%, Luc counter -2%, JMJD2E inh 7%, IMPase Li inh 13%[38.3 µM], SMN2 splice enh -9%, NPSR antag -10%[46.1 µM], Epigenetic derep 0.2% and RGS12 GoLoco inh 10%.
O=S1CC/C(=N\O)c2ccccc21 (stereo not given) was read as RECQ1 helicase -7%, Luc counter -3%, JMJD2E inh 0%, IMPase Li inh -8%, SMN2 splice enh inconclusive, NPSR antag 1%[46.1 µM], Epigenetic derep 0.0% and RGS12 GoLoco inh 6%.
For CCN(CC)S(=O)(=O)c1cc(NC(=O)c2n[nH]c(=O)c3ccccc23)ccc1C the results were RECQ1 helicase inactive, Luc counter -3%, JMJD2E inh 2%, IMPase Li inh 1%, SMN2 splice enh -26%, NPSR antag -21%, Epigenetic derep -1.4% and RGS12 GoLoco inh -2%.
Screening CC1(C)OC(=O)C(=NNc2ccccc2C(=O)O)C(=O)O1 returned RECQ1 helicase -11%, JMJD2E inh -2%, NPSR antag 6%[7.67 µM], Epigenetic derep -0.3% and RGS12 GoLoco inh 4%.
For O=c1c2c(-c3cccs3)csc2ncn1-c1ccc(Br)cc1 the results were RECQ1 helicase -5%, Luc counter 0%, JMJD2E inh inconclusive, IMPase Li inh -24%[38.3 µM], SMN2 splice enh -24%, NPSR antag -20%[46.1 µM], Epigenetic derep -3.2% and RGS12 GoLoco inh 7%.
CCC(=NCCc1c(C)[nH]c2ccc(OC(F)(F)F)cc12)C1=C(O)CC(c2ccccc2)CC1=O (stereo not given) was read as RECQ1 helicase inactive, Luc counter 0%, JMJD2E inh 4%, IMPase Li inh inconclusive, SMN2 splice enh -37%[inhibitor], NPSR antag 10µM*, Epigenetic derep -1.2% and RGS12 GoLoco inh 9%.
Screening O=C1C(Nc2ccc(O)cc2)=C/C(=N/S(=O)(=O)c2cccs2)c2ccccc21 returned RECQ1 helicase -6%, Luc counter -28%, JMJD2E inh 25%, IMPase Li inh 50%[activator], SMN2 splice enh -100%[inhibitor], NPSR antag 6.3µM*, Epigenetic derep -3.4% and RGS12 GoLoco inh -2%.
`CCCc1noc(-c2cccc([N+](=O)[O-])c2)n1` gave RECQ1 helicase inactive, Luc counter 1%, JMJD2E inh -3%, IMPase Li inh 3%, SMN2 splice enh -5%, NPSR antag 19%, Epigenetic derep -4.8% and RGS12 GoLoco inh -2%.
COc1ccc(-c2nn3c(C4CCCCC4)nnc3s2)cc1OC was read as RECQ1 helicase -6%, Luc counter 4%, JMJD2E inh inconclusive, IMPase Li inh 31%[activator][38.3 µM], SMN2 splice enh -15%, NPSR antag -7%[46.1 µM], Epigenetic derep 6.7% and RGS12 GoLoco inh 4%.
`COC(/C=C/Nc1ccc(OC)cc1)=C(C#N)C#N` gave RECQ1 helicase 0%, Luc counter -3%, JMJD2E inh inconclusive, IMPase Li inh -17%[38.3 µM], SMN2 splice enh 13%, NPSR antag 1%[46.1 µM], Epigenetic derep -0.1% and RGS12 GoLoco inh 4%.

Assay outcomes (PubChem)
